dFosB act = enhances mouse delta FosB homodimer DNA binding; P13346; purified delta FosB, TAMRA-CDK5 oligo fluorescence polarization; percent of positive-control signal above neutral wells; activation, % at 25 µM; hit rate 0.99% among 340,000; AID 493131;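 active means mean activation above about 17%, with every replicate also reaching it, limit read from the data, passing the limit was not always enough; inconclusive means only one of the two conditions met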;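 further: fluorescence polarization rise as delta FosB binds a TAMRA Cdk5 AP-1 oligo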
CDK5 inh = inhibitors of human CDK5/p35 kinase; Recombinant CDK5/p35, ADP-Glo luminescence, 60 min; hit rate 0.01% among 330,000; inhibition, % at 10 µM; Q00535+Q15078;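 active means highest replicate inhibition of at least 50% and at least 75% of replicates reaching 50%; inconclusive means only one of the two criteria met; inactive means both criteria failed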;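 further: plate controls were DMSO neutral control for no effect and GW8510 at 10 µM for full effect; many of its hits are not listed in these tables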
MITF act = increases MITF-driven TRPM1 promoter luciferase signal; activation, % at 12.5 µM; SK-MEL-5 TRPM1-promoter luciferase, 24 h; % of positive control, neutral wells = 0; hit rate 0.75% among 300,000;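 active means mean activation of at least 80% with every replicate also reaching 80%; inconclusive means mean reaches 80% but some replicate falls short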;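 further: 0% = neutral control wells and 100% = parthenolide positive control wells; values of inactives mirror those of a sister screen read the other way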
Wnt act = Wnt/beta-catenin pathway activation | Wnt/beta-catenin reporter cell assay, activator, plate reader | activation, % at 9.35 µM | hit rate 1.2% among 300,000; in the data active means activation above about 30%, passing the limit was not always enough; inconclusive means no clear call, values can overlap the other calls;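 further: 0% = neutral control wells and 100% = positive control wells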
SR-BI DiI inh = mouse SR-BI HDL lipid transfer inhibition; ldlA[mSR-BI] CHO cells, DiI-HDL uptake fluorescence, 3 h; inhibition, % at 12.5 µM; hit rate 0.96% among 320,000; AID 488896;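 active means mean replicate inhibition of at least 70% and a set share of replicates each scoring 70 or more; inconclusive means meets just one of the two criteria; inactive means fails both criteria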;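 further: 0% = median of neutral control wells and 100% = median of positive control wells; values of inactives mirror those of a sister screen read the other way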
V-ATPase pHluor = yeast V-ATPase proton transport regulation by pHLuorin. S. cerevisiae, pHLuorin cytosolic pH fluorescence. response, % at 10 µM. hit rate 0.37% among 350,000; in the data active means response mostly above about 7.3%, no sharp cut-off; inactive means mostly below about 5.4%; further: actives read high; inactives centre near 0; some compounds called inactive have numbers as strong as hits; reference of the scale not given here
PvdQ acylase = P. aeruginosa PvdQ acylase inhibition; purified PvdQ acylase, fluorescence plate reader; inhibition, % at 10 µM; hit rate 0.063% among 340,000; AID 488965; in the data active means inhibition above about 30%, passing the limit was not always enough; inconclusive means no clear call, values can overlap the other calls;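 further: 0% = vehicle neutral wells and 100% = reference inhibitor wells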
NSD2 HMT inh = blocks human histone methyltransferase NSD2 | hit rate 0.54% among 310,000 | O96028 | NSD2 peptide methylation, AlphaScreen, 120 min | inhibition, % at 12.5 µM; in the data active means inhibition above about 50%
HTR5A ag ctr = activates human HTR5A in OPRM1-OPRD1 agonist counter-screen; AID 504692; activation, % at 9.3 µM; HTR5A agonist assay, luminescence, cell-based; hit rate 0.61% among 340,000; in the data active means activation mostly above about 9.5%, no sharp cut-off; inactive means mostly below about 7.6%;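 further: 0% = cells with vehicle only and 100% = reference agonist; strong numbers were not always called active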
HTR5A inv ctr = counter-screen for OPRM1-OPRD1 inverse agonists: human HTR5A inverse agonism; P47898; HTR5A cell line, luminescence; inhibition, % at 9.3 µM; hit rate 0.083% among 340,000; in the data active means inhibition mostly above about 23%, no sharp cut-off; inactive means mostly below about 18%;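 further: 0% = cells with DMSO and 100% = no-cell wells with DMSO; some compounds called inactive have numbers as strong as hits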
Numbers without * were called inactive; ? = inconclusive; · = no result given. No enrichment for hits (roughly 5% active in at least one column).

SMILES | dFosB act | CDK5 inh | MITF act | Wnt act | SR-BI DiI inh | V-ATPase pHluor | PvdQ acylase | NSD2 HMT inh | HTR5A ag ctr | HTR5A inv ctr
CCC(c1nnnn1Cc1cccs1)N1CCN(C(=O)c2ccco2)CC1 (stereo not drawn) | -7.0 | -0.1 | -3.6 | -0.2 | -10.6 | 0.1 | 0.7 | 4.4 | 2.1 | -21.4
Cc1[nH]n2c(=O)c3c(nc2c1-c1ccc(Cl)cc1)CCC3 | -0.3 | 0.2 | -17.1 | · | 11.1 | -5.8 | -15.3 | 3.5 | 19.8* | -55.7
CC(C)(C)NC(=O)Nc1ccc(Br)cc1 | -17.4 | 1.4 | 9.6 | ? | -12.4 | -2.1 | -8.8 | -2.4 | -5.8 | -3.3
C=C(C1=CCN(S(=O)(=O)C(C)(C)C)[C@H]1CCO)c1ccccc1 | 1.3 | -1.0 | 10.5 | -0.3 | -43.2 | -2.0 | -7.9 | · | -3.7 | 12.8
Cc1cc(C(=O)N/N=C/c2cccnc2)cs1 | -8.0 | -1.8 | 15.6 | 5.6 | -23.0 | 1.9 | -6.0 | -2.6 | -1.6 | 5.3
CCOC(=O)C1=NN(C(=O)Nc2ccc(OC)cc2)C2C(=O)N(c3cccc(C(F)(F)F)c3)C(=O)C12 (stereo not drawn) | -6.1 | -1.3 | -9.3 | · | -8.9 | -3.0 | -12.2 | · | 2.3 | -5.5
CCOc1ncccc1C(=O)Nc1cc(C(F)(F)F)ccc1N1CCOCC1 | -8.4 | 0.2 | · | -1.2 | 39.8 | 1.6 | 22.4 | -0.2 | 1.3 | -27.6
O=C(CN1CCN(C(=O)c2ccco2)CC1)Nc1c2c(nc3c1CCC3)CCCC2 | -0.4 | 0.8 | -1.2 | · | -13.6 | -0.3 | -1.3 | -0.7 | 3.5 | -13.1
CN(Cc1ccccc1)C(=O)N[C@@H](Cc1ccccc1)C(=O)O | -8.7 | -1.0 | 5.5 | 0.1 | -19.6 | 0.6 | -7.8 | 0.7 | 1.0 | -2.8
Cc1cc(NC(=O)Cn2cc([N+](=O)[O-])cn2)no1 | -6.5 | -0.9 | -7.4 | -0.8 | -11.9 | -0.7 | -0.8 | · | 8.9 | -24.3
COC(=O)c1ccc(C2/C(=C(\O)c3ccc4c(c3)OCCO4)C(=O)C(=O)N2CCCN2CCOCC2)cc1 (stereo not drawn) | -5.3 | 1.6 | -1.8 | -0.6 | 4.6 | -0.5 | -14.7 | -1.0 | 2.3 | 0.1
CC(C)CC(=O)OC(C)(C)[C@@H]1Cc2c(ccc3ccc(=O)oc23)O1 | -11.2 | 1.3 | -5.0 | 2.5 | -7.0 | -4.9 | -16.2 | · | 7.1 | -18.0
Cc1cccc(C(=O)N2CCCCCC2)c1 | 5.0 | 2.2 | -9.0 | · | -27.9 | 4.1 | 17.1 | -4.2 | 2.2 | 8.4
CNC(=O)Nc1ccc(C2SCCS2)cc1 | 3.2 | -0.5 | · | 7.2 | -21.0 | -0.5 | 5.5 | 0.7 | 6.9 | -8.8
CCCCC(=Nc1ccccc1OC)C1=C(O)CC(c2ccccc2)CC1=O (stereo not drawn) | -3.9 | -0.2 | -2.5 | -2.7 | -2.9 | 2.1 | -4.0 | -0.1 | -1.2 | 4.4
COc1cc2c(cc1OC)C(c1cccc(C)c1)CC(=O)N2 (stereo not drawn) | -2.6 | 2.9 | 10.3 | -2.7 | -5.4 | 0.4 | -8.1 | 1.1 | -2.6 | -1.1
COc1cccc(CNc2cccc(C(F)(F)F)c2)c1O | -4.3 | -2.0 | -3.0 | -0.3 | 3.8 | -1.8 | -11.0 | -1.0 | 10.0 | 1.7
O=C(CC1Oc2ccccc2NC1=O)NCCc1ccccc1 (stereo not drawn) | 0.6 | -0.3 | -19.5 | -3.3 | -7.7 | 1.5 | -14.9 | · | 2.4 | -7.3
O=C(NCN1C(=O)C2C3C=CC(C3)C2C1=O)Nc1ccccc1O (stereo not drawn) | -4.3 | 2.5 | -2.5 | -1.9 | 1.3 | -3.1 | -18.9 | -3.3 | 5.9 | -15.9
CCN1CCN(c2nc(-c3cccnc3)nc3ccccc23)CC1 | -15.9 | 3.8 | 0.2 | 3.3 | 3.9 | 3.4 | 0.1 | 15.6 | 6.7 | -15.7
Nn1c(SCC(=O)NC2CCCc3ccccc32)nnc1-c1cccs1 (stereo not drawn) | -7.5 | 0.2 | · | · | 26.4 | -0.7 | -8.2 | -2.6 | 2.4 | -20.0
O=C(CSc1nnc(C2CC2)n1-c1ccccc1)NCCc1ccccc1 | -5.1 | -0.7 | · | · | -44.2 | -6.1 | -0.3 | -0.7 | 4.5 | 4.4
O=C(c1ccc(NC2=NC3CS(=O)(=O)CC3S2)cc1)N1CCN(c2ccc([N+](=O)[O-])cc2)CC1 (stereo not drawn) | -2.9 | -0.2 | 6.1 | -0.8 | -14.6 | -3.6 | -10.7 | 5.6 | -1.6 | 0.7
COc1ccc(Nc2nc3[nH]c(=O)cc(O)c3s2)cc1 | -11.0 | 0.1 | 0.0 | -1.8 | -10.9 | -1.7 | -11.0 | -0.9 | 0.9 | -2.6
C=CCn1c(SCC(=O)Nc2ccccc2-c2ccccc2)nc2cc(C(=O)O)ccc2c1=O | -5.0 | -1.3 | 13.8 | -4.3 | -27.3 | -3.2 | -9.9 | -2.7 | -0.2 | -10.9
O=C(NN=C1CCN(Cc2ccccc2)CC1)c1cc2ccccc2cc1O | -4.1 | -1.6 | -3.1 | -1.1 | 10.1 | -0.4 | 6.0 | 1.8 | -1.4 | 4.7
CC(C)=NOc1cc(NC(=O)CCl)cc([N+](=O)[O-])c1 | -4.7 | -1.5 | -86.9 | 0.4 | -3.6 | 1.3 | 2.5 | -3.8 | 0.8 | 14.3
COc1cc2c(cc1OC)[C@@H](NC(=O)CCc1ccccc1)[C@H](OCc1ccccc1)C2 | 3.8 | -1.2 | 21.4 | -3.9 | -6.2 | 0.6 | -19.6 | · | 0.7 | -2.7
COc1ccccc1-c1c(C)c(C)nc(N)c1C#N | -0.7 | -0.2 | · | -2.5 | -15.1 | 0.3 | -10.0 | 2.5 | -1.9 | -16.3
Cc1cnc(C(=O)OCC(=O)Nc2ccc(Br)cc2F)cn1 | 0.4 | -0.4 | 11.3 | -4.6 | -8.8 | -1.8 | -10.0 | -0.2 | -5.8 | 1.4
CSCCC(NS(=O)(=O)c1ccccc1F)C(=O)NCc1cccnc1 (stereo not drawn) | -1.0 | 0.8 | -1.5 | -1.9 | -12.2 | -3.9 | -8.8 | -2.1 | 1.8 | -4.4
CCOC(=O)N1CCN(C(=O)Cc2cccc3ccccc23)CC1 | -6.4 | -0.8 | -6.7 | -3.2 | 6.8 | -0.9 | -2.6 | -3.3 | -2.6 | -0.1
CCN(CC)CCCNC(=O)c1cc(-c2ccc3c(c2)OCO3)on1 | -0.9 | -6.5 | 2.0 | 1.3 | -7.4 | 1.8 | -25.9 | 16.8 | 0.4 | -1.4
Cc1ccc(/C=N/N2CCN(Cc3ccc(Cl)cc3)CC2)o1 | 3.6 | -0.5 | 12.4 | · | -14.0 | 2.8 | -2.0 | 16.0 | -0.3 | -3.0
O=C(O)[C@@H]1CCCC[C@@H]1C(=O)N1CCc2ccccc2C1CN1C(=O)c2ccccc2C1=O (stereo partly drawn) | -12.5 | 1.3 | -3.0 | -4.0 | -20.4 | -0.2 | -19.4 | 10.8 | -2.0 | -11.2
Fc1ccccc1-c1nc(-c2ccncc2)no1 | -9.0 | -0.2 | · | 55.4* | -9.8 | -3.0 | -5.7 | -0.6 | -0.6 | 2.2
CC(=O)Nc1csc2ccccc12 | -9.8 | 0.9 | -4.2 | -0.4 | -28.9 | 1.5 | -4.5 | -3.9 | 5.9 | -16.5
CC(=O)CCSc1nnc(-c2cccc(S(=O)(=O)N3CCOCC3)c2)o1 | -2.8 | -6.9 | -1.7 | -2.1 | 5.8 | -4.1 | -12.5 | -1.0 | -0.8 | -16.7
CN1CCN(CC2(O)CCN(S(=O)(=O)c3ccc(Cl)cc3)CC2)CC1 | 1.7 | 1.5 | -8.1 | -3.5 | -17.3 | 1.6 | 3.4 | 3.1 | 1.0 | -2.6
Cc1ccc(CNC(=O)c2ccc(N(C)C)cc2)cc1 | -11.6 | -4.1 | 10.7 | -0.1 | -17.4 | 2.2 | -3.6 | 0.2 | 0.1 | 9.1
CCOC(=O)C1(C)C=C(Nc2ccc(OC)cc2)C(=O)N1c1ccc(OC)cc1 (stereo not drawn) | -2.2 | 1.6 | -6.1 | · | -18.0 | 1.3 | -9.1 | · | -0.4 | 1.1
COc1cc(/C=N/Nc2ncc(C(F)(F)F)cc2Cl)cc(OC)c1O | -7.3 | -1.8 | 9.1 | -0.4 | 25.5 | 2.8 | 1.4 | -1.5 | 1.5 | -4.1
CC(C)NC(=O)c1ccc(NC(=O)CC2SC(N3CCCC3)=NC2=O)cc1 (stereo not drawn) | 2.0 | -0.4 | -17.5 | 5.4 | -3.3 | -0.6 | -10.0 | -2.7 | -0.2 | 0.6
CCOC(=O)CSc1nnc(CNC(=O)c2cccs2)n1-c1ccccc1 | -7.4 | 0.3 | -10.4 | · | -19.1 | -1.6 | -2.7 | -9.6 | 1.3 | 30.9
COc1ccc(CN(CCNC(=O)CCCCC(=O)NCCN(Cc2ccc(OC)cc2)C(C)C)C(C)C)cc1 | -9.7 | 0.2 | 15.1 | 2.3 | -4.3 | 2.4 | 7.9 | 11.7 | 9.3 | -1.9
O=C(OCC(=O)N1CCOCC1)c1ccc(F)cc1Cl | -4.4 | -0.1 | 20.6 | 2.5 | -7.0 | 2.5 | 7.1 | 6.6 | 0.2 | -0.4
COc1ccc(C(C(=O)NC(C)(C)C)N(C(=O)CNC(=O)c2cccs2)c2cccnc2)cc1OC (stereo not drawn) | -8.4 | -0.9 | 12.7 | -2.5 | -7.0 | -8.8 | 10.8 | 47.1 | -3.1 | -14.3
Cc1cc(Cl)c2oc(C(=O)N3CCN(c4ccncc4)CC3)c(C)c2c1 | -29.9 | -0.6 | 0.1 | -3.2 | 25.6 | -1.2 | 7.1 | 17.6 | 6.8 | -14.7
N/C(=N\OC(=O)/C=C/c1ccccc1)c1ccncc1 | 0.7 | -2.3 | 50.0 | 11.5 | 7.3 | -1.4 | -0.5 | -0.3 | 0.0 | -6.6
CCOC(=O)c1cnc2ccccc2c1NCc1ccco1 | -19.9 | 0.1 | · | 1.4 | 12.9 | 0.6 | -14.9 | 0.7 | -5.3 | -16.9
COc1cc(OC)cc(-c2cn[nH]c2N)c1 | -2.9 | 0.8 | -5.3 | -1.0 | -9.5 | 1.8 | 0.2 | -1.5 | 2.6 | -6.9
CCn1cc(CN2CCc3c([nH]c4ccccc34)C2c2cccc(OC)c2)c(C)n1 (stereo not drawn) | -10.0 | -1.2 | -23.1 | 22.7 | 15.7 | 3.1 | -4.1 | 2.0 | · | ·
CC(=O)Nc1ccc2c(c1)nc(CN1CCCC1)n2C | -7.6 | -3.6 | -9.7 | · | 3.6 | -2.0 | -7.8 | -1.2 | 0.1 | -23.2
